Screening results deposited in PubChem BioAssay by National Center for Advancing Translational Sciences (NCATS).
N370S GC: qHTS Assay for Inhibitors and Activators of N370S glucocerebrosidase as a Potential Chaperone Treatment of Gaucher Disease | Lysosomal acid glucosylceramidase (Homo sapiens), P04062 | N370S GC spleen homogenate, 4MU-glucoside fluorescence | Potency, µM (doses to about 59.4 µM), for the others: top-dose activity change, negative = inhibition, most hits filed as inhibitors | 0.092% of 330,000 active | AID 2101, 2009;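 also: 0% = full enzyme activity and -100% = no enzyme basal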
TDP1 cell CPT: qHTS for Inhibitors of human tyrosyl-DNA phosphodiesterase 1 (TDP1): qHTS in cells in presence of CPT | chicken DT40 Tdp1-/-;hTDP1 cells + 20 nM CPT, ATP luminescence, 48 h | Potency, µM (titrated, usually from 46.2 µM), inactives show at the top dose activity change, negative = growth inhibition, hits mostly inhibitors | 12% of 420,000 active | AID 686979, 2013; also: nearly all actives have a fitted effect of over 55% in size
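Chicken DT40 Tdp1-/- cells stably complemented with human TDP1 were seeded at 400 cells/well in medium containing 20 nM camptothecin, exposed to pin-transferred compounds, and grown at 37 °C for at least 48 hr. Viability was read as ATP luminescence.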
FEN1 inhibitor: qHTS Assay for the Inhibitors of Human Flap endonuclease 1 (FEN1). P39748. Recombinant FEN1 flap cleavage, fluorescence, 15 min. Potency, µM (highest dose often 114 µM), for inactives: at the highest dose activity change, negative = inhibition, usual class: inhibitors. 0.35% of 390,000 active. AID 588795, 2011; also: nearly all actives have a fitted effect of over 65% in size
Target sequence (P39748 whole entry, looked up): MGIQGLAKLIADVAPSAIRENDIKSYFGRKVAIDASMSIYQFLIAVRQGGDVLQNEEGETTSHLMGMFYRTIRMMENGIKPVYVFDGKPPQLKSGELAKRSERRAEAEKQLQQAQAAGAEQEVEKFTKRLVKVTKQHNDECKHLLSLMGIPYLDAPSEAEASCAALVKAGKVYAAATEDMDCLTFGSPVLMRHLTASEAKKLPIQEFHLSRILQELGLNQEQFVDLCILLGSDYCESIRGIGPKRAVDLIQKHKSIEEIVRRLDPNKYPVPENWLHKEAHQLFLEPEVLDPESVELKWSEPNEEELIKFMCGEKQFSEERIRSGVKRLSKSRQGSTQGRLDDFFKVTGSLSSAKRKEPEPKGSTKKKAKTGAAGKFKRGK
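Recombinant FEN1 (10 nM) was preincubated with pin-transferred compounds for 15 min at room temperature, then flap DNA substrate (50 nM final) was added. Plates were read at 0 and 15 min, and normalized concentration–response data were fitted to a four-parameter Hill equation.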
Numbers without * were called inactive; ? = inconclusive; . = no result given; & = joins results of further samples; [ ] = another dose, or the depositor's remark. Calls follow the shape of the dose curve; as a rule, active = well fitted curve in the direction sought with a large enough effect; inconclusive = small, poorly fitted or top-dose-only effect, or another doubt; inactive = no such curve, though single readings can be large; an effect the other way counts as inactive or inconclusive. Unless noted, % is scaled to controls: 0 for no effect and ±100 for the full control effect; potency is read from the fitted curve at half-maximal effect. Only part of the results is shown (hit frequency here may not be typical).

SMILES	N370S GC	TDP1 cell CPT	FEN1 inhibitor
CCOC(=O)C1CCCN(S(=O)(=O)c2nc3nc(C)cc(C)n3n2)C1 (stereo unspecified)	-10.5%	18.2%	1.8%
COC(=O)c1sccc1S(=O)(=O)N(CC(=O)NCc1ccc(F)cc1)c1ccc(C)c(C)c1	.	?	-4.1%
CCOC(=O)c1c(-c2ccccc2)oc2ccc(OCC(O)CNCCN(C)C)cc12 (stereo unspecified)	?	16.4µM*	-15.9%
O=C(Nc1ccc(Cl)cc1)NC1CCCCNC1=O (stereo unspecified)	3.1%	17.3%	10.7%
CCc1ccc(CN(Cc2ccco2)c2cnc(S(C)(=O)=O)nc2C(=O)Nc2ccccc2Cl)cc1	.	?	-3.3%
CC(C)C(C)NC(=O)CSc1nnc(-c2c[nH]c3ccccc23)o1 (stereo unspecified)	0.8%	-3.7%	-0.4%
O=C(COC(=O)/C=C/c1ccc(C(F)(F)F)cc1)NCCC1=CCCCC1	0.9%	-17.4%	-12.8%
O=C1CC(Cc2ccc(Cl)cc2)C(=O)N1c1ccccn1 (stereo unspecified)	-0.9%	-8.8%	-7.2%
Cc1cccc(C(=O)Nc2cc(C)ccc2NC(=O)COc2ccccc2)c1	12.8%	?	-8.9%
CCOC(=O)c1cccc(NS(=O)(=O)c2cc(Br)cc3c2N(C(=O)C2CC2)CC3)c1	.	?	8.1%
CC(C)COc1ccc(C(=O)N(Cc2ccc(N(C)C)cc2)Cc2ccco2)cc1	.	18.4µM*	5.0%
Cc1cccn2c(=O)c3cc(C(=O)NCCc4ccccc4)c(=N)n(CCCn4ccnc4)c3nc12	-8.0%	?	0.0%
Cn1c(=O)[nH]c(=O)c2c1nc(SCCN1CCCCC1)n2CCCc1ccccc1	-8.5%	?	7.1%
COc1ccc(CCN2C(=O)CC(NNC(=O)c3cccc(O)c3)C2=O)cc1 (stereo unspecified)	3.0%	-22.2%	1.7%
CCn1c2ccccc2c2cc(NC(=O)COC(=O)c3ccccc3Br)ccc21	4.4%	-4.2%	-0.1%
CC1CCCCN1C(=O)c1ccc(S(=O)(=O)N2CCCCC2C)cc1 (stereo unspecified)	0.4%[2.35 µM]	-25.1%	11.6%
CN(C)C(=O)N1CCC(C(=O)N2CCCC(C(=O)c3cccc4ccccc34)C2)CC1 (stereo unspecified)	-4.2%	-26.0%	0.4%
O=C1C=C(c2ccnc3cc(Cl)ccc23)C[C@@H](c2ccc3c(c2)OCO3)C1	.	5.8µM*	-12.6%
Nc1nnc(-c2cccc([N+](=O)[O-])c2)s1	1.4%	2.7%	-1.1%
CCOC(=O)c1cnn(-c2cc(Oc3ccccc3)ncn2)c1N	5.0%	-0.8%	-5.3%

Fetched one by one from the list above:
SMILES	N370S GC	TDP1 cell CPT	FEN1 inhibitor
CN(C)C(=O)N1CCC(C(=O)N2CCCC(C(=O)c3cccc4ccccc34)C2)CC1 (stereo unspecified)	-4.2%	-26.0%	0.4%
Nc1nnc(-c2cccc([N+](=O)[O-])c2)s1	1.4%	2.7%	-1.1%

More structures
SMILES	N370S GC	TDP1 cell CPT	FEN1 inhibitor
CN(CCN(C)C(=O)c1[nH]cnc1C(=O)Nc1ccccc1)C(=O)c1[nH]cnc1C(=O)Nc1ccccc1	.	-3.1%	-0.8%
O=C(Nc1ccc2nc(N3CCOCC3)sc2c1)c1ccc(F)cc1	.	?	-5.3%
CC(=O)NCCc1nc2cc(NS(=O)(=O)c3ccccc3)ccc2n1C	2.1%	5.9%	7.6%
COc1ccc(S(=O)(=O)N2CCC(C(=O)N[C@H](C(=O)NCc3ccncc3)C(C)C)CC2)cc1	?	-1.2%	-10.7%
CC1CCCC(C)N1C(=S)NCc1ccco1 (stereo unspecified)	-14.1%	?	-11.9%
Cc1ccc2nc(-c3ccc(Cl)s3)c(Nc3ccc4c(c3)OCCO4)n2c1	.	?	-0.5%
CCOC(=O)c1ccc(N2C(=O)C3CC=CCC3C2=O)cc1 (stereo unspecified)	-13.2%	0.2%	-2.0%
COC(=O)c1sccc1NC(=O)c1cc(-c2cc(C)ccc2C)nc2ccccc12	-11.4%	?	-23.0%
COc1cc(/C=C2/C(=O)NN(c3ccc(Cl)cc3)C2=O)cc(OC)c1O	-12.7%	-2.8%	-10.5%
CC(C)CCCN1C(N(C)C)=NC[C@@H]1Cc1ccccc1	-3.5%	20.6µM*	1.5%
CC(=O)c1cccc(CN2CCC(CO)(CCCc3ccccc3)CC2)c1	-21.7%	?	17.8%
CCCCNC(=O)C(CC)(ONc1ccccc1C(F)(F)F)c1ccccc1OC (stereo unspecified)	.	?	-2.0%
CCOc1ccc(NC(=O)CSc2nnc(-c3ccco3)n2N)cc1	-4.5%	13.9%	-19.1%
O=[N+]([O-])c1cccnc1NCc1cccs1	-3.0%	-0.3%	-11.1%
Cc1cc(C)c2c(-n3cccc3)c(NC(=O)OC(C)C)sc2n1	-0.3%	18.4µM*	6.0%
CC(C)(C)n1nc2c(c1NC(=O)c1ccc(Br)cc1)CS(=O)C2 (stereo unspecified)	0.5%	?	36.9%
CCC(C)C(NS(=O)(=O)c1ccc(C)cc1)C(=O)O (stereo unspecified)	-2.8%	-2.5%	-2.9%
COc1ccccc1C(=O)Nc1c(C(=O)N2CCN(C)CC2)oc2ccccc12	-6.5%	-24.6%	-3.2%
CC1Cc2cc(S(=O)(=O)N3CCN(c4cccc(Cl)c4)CC3)ccc2N1C(=O)C1CC1 (stereo unspecified)	-6.3%	?	10.9%
O=C(/C=C/c1ccccc1)NC(=S)Nc1ncccn1	-4.9%	-3.0%	-14.7%
Cn1c(-c2sc(=S)n(-c3ccccc3)c2N)nc2ccccc21	-18.4%	-3.4%	-0.7%
Cn1nc(NC(=O)C(C)(C)C)c2c(F)cccc21	-4.9%	2.9%	-17.5%
COC(=O)C1Cc2ccccc2CN1S(=O)(=O)c1ccc(F)cc1 (stereo unspecified)	-7.3%	9.6%	-7.6%
Cc1ccc(NS(=O)(=O)c2cccc(C(=O)NCC(c3cccs3)N(C)C)c2)cc1 (stereo unspecified)	-1.8%	16.4µM*	9.5%
Cc1ccc(Cn2ncn(-c3ccccc3)c2=O)cc1	1.8%	9.5%	4.8%
COc1cccc(C2CC(=O)C3=C(C2)Nc2ccccc2N(C(=O)CCC(=O)O)C3c2ccc(F)cc2)c1 (stereo unspecified)	9.0%	4.3%	5.8%
Cn1c(CCN2CCCCCC2)nc2cc(NC(=O)Nc3ccccc3)ccc21	-4.9%	?	-13.8%
CCC(=O)N/C(N)=N/c1nc2ccccc2o1	0.0%	?	0.0%
O=C(NNS(=O)(=O)c1ccccc1)c1ccc(S(=O)(=O)N2CCCCC2)cc1	-3.7%	2.5%	-3.4%
Cc1ccc(Nc2ccc(C(=O)NCCc3ccccc3)cn2)cc1	3.8%	-12.4%	7.5%
CC(C)COC(=O)c1ccc(NC(=O)C2C3CCC(C3)C2C(=O)O)cc1 (stereo unspecified)	-15.0%	-28.7%	-7.7%
CCN(CC(=O)NC1CCS(=O)(=O)C1)S(=O)(=O)c1ccc(Cl)cc1C(F)(F)F (stereo unspecified)	6.6%	-13.8%	0.3%
COc1ccc(/C=C/C(=O)NNc2cc(=O)n(C)c(=O)n2C)cc1OC	-0.3%	-4.4%	9.5%
COc1ccc2[nH]c3c(c2c1)CCC/C3=N\N	0.8%	-2.6%	-2.7%
COc1ccc(C(=O)c2sc(Nc3ccccc3)c(C(=O)Nc3ccc(OC)c(OC)c3)c2N)cc1	-1.4%	25.9µM*	-4.5%
CCCCc1ccc(C(=O)COC(=O)c2ccc3nc(C)c(C)nc3c2)cc1	.	?	-0.3%
O=C(NNC(=O)c1cc(S(=O)(=O)N2CCCCC2)ccc1Cl)c1ccccc1O	.	23.1µM*	-2.9%
COc1cc(OC)c(C(=O)O/N=C(\N)c2cccc(C)c2)cc1OC	-7.2%	20.6µM*	-2.3%
CCCN(C(=O)c1ccc2c(=O)n3c(nc2c1)CCCCC3)c1cccc(Cl)c1	.	?	-6.5%
COc1ccc(-n2ncc3c(NCCCn4ccnc4)ncnc32)cc1	-5.0%	-12.0%	-6.0%
COc1ccccc1C/C(N)=N/OC(=O)c1cccs1	2.7%	?	1.3%
CON/C=C(\C=Nc1ccc(Cl)cc1)c1ncc(C(F)(F)F)cc1Cl	?	-17.0%	-18.5%
CN(C)c1ccc(N2C(=NC(=O)COc3ccccc3)SC3CS(=O)(=O)CC32)cc1 (stereo unspecified)	14.7%	-2.2%	10.2%
CC1CCN(C(=O)c2ncn(Cc3ccccc3)c2C(=O)N2CCC(C)CC2)CC1	.	-23.3%	1.9%
O=C(NCCO)c1scc2c1OCCO2	-1.6%	4.8%	-4.4%
Cc1nn(C)cc1/C=N/NC(=O)C(C)(C)Oc1ccc(Cl)cc1	6.4%	-10.2%	-14.7%
COC(=O)CCCC1=CC2=C(c3ccccc3)C(=O)C(C)(OC(=O)C3CCCC3)C(=O)C2=CN1c1ccccc1 (stereo unspecified)	3.4%[12.8 µM]	?	-4.9%
Cc1onc(-c2c(Cl)cccc2Cl)c1C(=O)NC1C(=O)N2C1SC(C)(C)C2C(=O)O (stereo unspecified)	-18.9%&-18.3%	-9.2%&15.6%	-8.3%
CCN1C(=O)C2(c3ccccc31)c1c(oc3ccc(F)cc3c1=O)C(=O)N2CCCOC (stereo unspecified)	.	?	18.0%
CCOC(=O)C1(Cc2cccc(OC)c2)CCN(Cc2cc(OC)ccc2OC)CC1	0.5%	?	-16.2%
CCOc1ccccc1C1C(C#N)=C(N)SC(N)=C1C#N	-7.4%	?	-3.9%
COc1ccc(Br)cc1CNC(=O)CCCn1c(=O)c2cccn2c2cccnc21	.	?	17.5%
COc1ccc(C)c(NC(=O)C2CC(=O)NC3=C2C(=O)CCC3)c1 (stereo unspecified)	0.8%	2.3%	9.7%
O=C(O)Cn1nnc(-c2ccc(OCc3ccccc3)cc2)n1	.	-14.0%	2.2%
O=C(COC(=O)c1cnc(Cl)c(Cl)c1)Nc1ccc(S(=O)(=O)N2CCCC2)cc1	-6.9%	-15.5%	-15.6%
Cc1ccccc1CN1C(=O)c2ccccc2Sc2ccc(C(=O)NC3CCCC3)cc21	.	16.4µM*	-3.5%
COc1ccc(C2=NN(CC(=O)NCc3ccccc3Cl)C(=O)CC2)cc1	.	-7.6%	-12.2%
CC1(C)CC(=O)C2=C(C1)NCN(CCCN1CCOCC1)C2	2.8%	-11.6%	-3.6%
O=C(NCc1ccccc1)c1onc(CSc2ccccn2)c1C(=O)NCc1ccccc1	8.6%	?	-14.6%
CCCCCn1nnc2c(=O)oc3ccccc3c21	-15.1%	0.3%	14.2%
Next section
SMILES	N370S GC	TDP1 cell CPT	FEN1 inhibitor
Nc1cccc(-c2cnc3ccccc3n2)c1	-0.6%	-21.6%	-0.5%
COc1ccc2cc3c(N)nn(C(=O)c4ccccc4[N+](=O)[O-])c3nc2c1	4.1%	2.59µM*	-0.1%
COc1ccccc1C1(O)CCN(CC(=O)Nc2nc(-c3ccccc3)cs2)CC1	-1.8%	-18.5%	-18.2%
COc1ccc(/C=C/C(=O)N(C(C)C)C(C)C)cc1Br	9.5%	?	1.1%
O=C(Nc1ccccc1N1CCCC1)c1cccc(F)c1	-12.5%	?	-7.1%
Nc1ncc([N+](=O)[O-])c(N2CCCCCC2)n1	3.1%	?	12.2%
COC(=O)c1ccccc1S(=O)(=O)NCc1nc2nc(C)cc(C)n2n1	-2.3%	0.9%	-2.4%
O=C(Cn1nc(C(=O)O)c2ccccc2c1=O)Nc1cc(C(F)(F)F)ccc1-n1cncn1	.	7.2%	19.0%
Cc1nc2scc(C)n2c(=O)c1S(=O)(=O)NCc1ccc(F)cc1	7.9%	-4.7%	-3.0%
Cc1c(C(=O)OCC(=O)Nc2ccccc2OC(F)F)cccc1[N+](=O)[O-]	1.1%	-13.2%	10.4%
Cc1ccc(NC(=S)Nc2cccc3ccccc23)cc1F	-7.4%	?	-20.4%
c1ccc(CSc2ncnc3c2oc2ccccc23)cc1	.	?	-22.9%
CCN(CC)C(=O)C1CCN(c2cc(C)nc3c(-c4ccc(OC)c(OC)c4)c(C)nn23)CC1	.	-26.1%	11.6%
CCOC(=O)c1ccccc1NC(=O)CSC(C)C(=O)Nc1cc(C)on1 (stereo unspecified)	-5.6%	?	0.0%
O=C(O)c1cnc2ccccc2n1	0.2%[2.35 µM]	?	-4.8%

Entries of single compounds as entered above. Values in the order: N370S GC	TDP1 cell CPT	FEN1 inhibitor
`Nc1ncc([N+](=O)[O-])c(N2CCCCCC2)n1` is entered as 3.1%	?	12.2%
`CCN(CC)C(=O)C1CCN(c2cc(C)nc3c(-c4ccc(OC)c(OC)c4)c(C)nn23)CC1` is entered as .	-26.1%	11.6%
`O=C(O)c1cnc2ccccc2n1` is entered as 0.2%[2.35 µM]	?	-4.8%
`Cc1nc2scc(C)n2c(=O)c1S(=O)(=O)NCc1ccc(F)cc1` is entered as 7.9%	-4.7%	-3.0%
